Hep lipid drop = inhibitors of hepatocyte lipid droplet formation, primary screen, imaging, high-throughput imaging, BODIPY stain. AML12 mouse hepatocytes, oleate lipid droplets. inhibition, % at 6.5 µM. 240,000 tested, 0.4% active. AID 1656, 2009;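 active means lipid droplet intensity inhibited by at least 50%, with more than 500 cells counted; inconclusive means wells with under 300 cells, treated as cytotoxic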
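Assay system: AML12 hepatocytes (mouse); Probe or stimulus: oleic acid at 100 µM to induce lipid droplet formation; Dosing: compound at 6.5 µM only; Schedule: compound with oleate, overnight; Detection: fluorescence imaging, 20x objective, two fields per well; Measure: % inhibition of lipid droplet signal.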
Myeloid diff 2 = induction of myeloid progenitor differentiation, primary screen, cell-based, flow cytometry, MLPCN library. ER-HoxA9 myeloid progenitors, lysozyme-GFP differentiation. calls only at 10 µM. 360,000 tested, 1% active;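 active means normalized GFP-positive differentiation at or above the plate's own cutoff, the solvent-only control mean plus 3 SD; inconclusive means no clear call, values can overlap the other calls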;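 further: cells exposed to compound for four days before flow analysis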
T cell modulator = modulators of CD8 T cell-vesicle binding, primary screen, mouse 2C CD8+ T cells, flow cytometry | calls only at 7 µM | 330,000 tested, 0.068% active | 2C CD8+ T cell-vesicle binding; stronger effect = lower value;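 active means response, share of CD8 T cells binding vesicles, and their 90th percentile fluorescence all below set limits, cut at about 80% in these data, passing the limit was not always enough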
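Assay system – 2C mouse CD8+ T cells · Also added – QL9-loaded Drosophila micro-vesicles · Timing – Cell–vesicle co-incubation 1.5 h at 37 °C, staining 20 min on ice · Signal – flow cytometry of vesicle-bound cells · Measure – percent CD8+ FL2 mean versus row control · Controls – Peptide-free naked vesicles (low) and QL9 vesicles with 0.7% DMSO vehicle (high)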
Hep lipid drop cells 6.5 µM = further read-out of Hep lipid drop, marked with its call; cell count; measured here: cell count, cytotoxicity flag;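 cells counted across two imaged fields per well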
T cell modulator vesicle-bound % = recorded beside T cell modulator, whose call it bears; double positive events, %; measured here: CD8+ vesicle-bound cell fraction;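 binding gate set so that unloaded-vesicle control wells show 10% double positive cells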
Myeloid diff 2 GFP+ MAC1+ % = recorded beside Myeloid diff 2, whose call it bears; GFP+ MAC1+ double positive, %; measured here: differentiation confirmed by MAC1 staining
Numbers without * were called inactive; i = inactive; ? = inconclusive; / = no result given; + = active, no number. The list is partial (hit frequency here may not be typical).

cpd	mol	Hep lipid drop	Hep lipid drop cells 6.5 µM	Myeloid diff 2
1	O=C1CC(=O)N(Cc2ccccc2)C(=S)N1	/	/	i
2	O=C1C=CC(=O)C=C1	/	/	i
3	C[C@]12CCC3C(CC[C@H]4C[C@@H](O)CC[C@]34C)C1C[C@H](Br)[C@@H]2O (stereo not given in full)	/	/	i
4	CC(C)C[C@H]1C(=O)N2CCC[C@H]2[C@]2(O)O[C@](NC(=O)[C@@H]3C=C4c5cccc6[nH]cc(c56)C[C@H]4N(C)C3)(C(C)C)C(=O)N12	/	/	i
5	C=C(Cl)CSC(=S)N(CC)CC	/	/	i
6	Clc1cccc(CNCCc2ccc3c(c2)OCO3)c1	/	/	i
7	C[C@]12CCC(=O)C[C@H]1CC[C@@H]1[C@@H]2CC[C@]2(C)C(=O)CC[C@@H]12	/	/	i
8	COC(=O)C1=C(c2ccccc2OCc2ccccc2)C[C@@H]2CC[C@H]1N2C(=O)NCc1ccc(F)cc1	/	/	i

cpd	Myeloid diff 2 GFP+ MAC1+ %	T cell modulator	T cell modulator vesicle-bound %
1	0.7	i	24.8
2	2.0	i	9.6
3	0.3	i	4.3
4	6.3	i	24.8
5	1.7	i	17.3
6	0.5	i	15.9
7	1.7	i	17.5
8	0.8	i	12.5

Following part:
cpd	mol	Hep lipid drop	Hep lipid drop cells 6.5 µM	Myeloid diff 2
9	C[n+]1ccc(-c2ccccc2)c2ccccc21	/	/	+
10	COC1=C(C)C(=O)O[C@]12C(=O)C(C)=C1CCCCN3[C@H]([C@@H]4C[C@H](C)C(=O)O4)CC[C@]132	/	/	i
11	CC(C)(C#CC(=O)O)OOC(c1ccccc1)(c1ccccc1)c1ccccc1	-32.1	817	i
12	C[N+]1(C)[C@@H]2CC[C@H]1CC(OC(=O)C(c1ccccc1)c1ccccc1)C2 (stereo not given in full)	-5.0	826	i
13	Cc1cc(=O)oc2cc(OCC(=O)N3CCN(Cc4ccc5c(c4)OCO5)CC3)ccc12	16.2	708	i
14	CC1CCN(CC(=O)c2cccc(C(F)(F)F)c2)CC1	-6.9	821	i
15	COc1cccc(C(=O)C2CCCN(Cc3ccc(F)cc3)C2)c1 (stereo not given)	-12.6	808	i
16	O=[N+]([O-])c1ccc(CN2CC=C(c3ccccc3)CC2)cc1	-12.5	717	i

cpd	Myeloid diff 2 GFP+ MAC1+ %	T cell modulator	T cell modulator vesicle-bound %
9	12.1*	i	7.6
10	1.0	i	35.0
11	0.8	i	14.1
12	0.3	i	20.3
13	7.0	i	63.1
14	1.4	i	16.8
15	0.5	i	59.3
16	0.7	i	23.9

Profiles, quoted from the list:
`O=C1C=CC(=O)C=C1` across the screens: Hep lipid drop = /; Hep lipid drop cells 6.5 µM = /; Myeloid diff 2 = i; Myeloid diff 2 GFP+ MAC1+ % = 2.0; T cell modulator = i; T cell modulator vesicle-bound % = 9.6
`C=C(Cl)CSC(=S)N(CC)CC` across the screens: Hep lipid drop = /; Hep lipid drop cells 6.5 µM = /; Myeloid diff 2 = i; Myeloid diff 2 GFP+ MAC1+ % = 1.7; T cell modulator = i; T cell modulator vesicle-bound % = 17.3

Quoted from the listing:
Entry of cpd 13 in Myeloid diff 2 GFP+ MAC1+ %: 7.0
Entry of cpd 12 in Hep lipid drop: -5.0
Entry of cpd 10 in Myeloid diff 2 GFP+ MAC1+ %: 1.0
Entry of cpd 15 in T cell modulator vesicle-bound %: 59.3
Entry of cpd 14 in Hep lipid drop cells 6.5 µM: 821

The listing continues:
cpd	mol	Hep lipid drop	Hep lipid drop cells 6.5 µM	Myeloid diff 2
17	Cc1cc(OCC(=O)NC(Cc2ccc(Cl)cc2)C(=O)O)c2c3c(c(=O)oc2c1)CCC3 (stereo not given)	-2.5	830	i
18	NNC(=O)c1nc[nH]c1C(=O)Nc1ccc(Cl)cc1C(=O)c1ccccc1	4.0	831	i
19	CN1CCCC(C(=O)c2ccc(-c3ccccc3)cc2)C1 (stereo not given)	1.3	818	i
20	Cc1cc(C)cc(OCCOc2cccc(C=C3C(=O)NC(=O)NC3=O)c2)c1	-1.4	842	i
21	CCC1(c2ccc(-c3ccccc3)cc2)C(=O)NC(=O)NC1=O	-11.3	755	i
22	COc1ccc2[nH]cc(CCNCc3cccnc3)c2c1	1.1	802	i
23	COc1cc(C)c(CN2CC=C(c3ccc(F)cc3)CC2)cc1C	5.1	830	i
24	O=C(c1ccc(Cl)cc1)N1CCC2(CC1)OCCO2	-2.0	801	i

cpd	Myeloid diff 2 GFP+ MAC1+ %	T cell modulator	T cell modulator vesicle-bound %
17	3.3	i	26.3
18	0.4	i	61.1
19	0.3	i	64.6
20	0.4	i	58.2
21	0.8	i	52.6
22	0.3	i	57.0
23	0.8	i	50.4
24	0.3	i	65.5

More structures follow.
cpd	mol	Hep lipid drop	Hep lipid drop cells 6.5 µM	Myeloid diff 2
25	COc1ccc(N2C(=O)/C(=C/c3ccco3)C(=O)NC2=S)cc1	7.0	847	i
26	COc1ccc(CC(C)NC2CCCCCC2)cc1 (stereo not given)	-3.2	888	i
27	CCN1CCN(Cc2cc3c(cc2[N+](=O)[O-])OCO3)CC1	-4.6	795	i
28	Cc1cc(/C=C2\C(=O)NC(=O)N(c3cccc(F)c3)C2=O)c(C)n1-c1ccc(C(=O)O)c(Cl)c1	0.6	834	i
29	O=C1Nc2ccc(Br)cc2C(c2ccccc2)=NC1O (stereo not given)	0.9	782	i
30	CCOC(=O)C1(CCOc2ccccc2)CCN(Cc2cccc(O)c2)CC1	-1.1	800	i
31	CN1CCCN(c2ccc([N+](=O)[O-])nc2)CC1	7.1	780	?
32	CC(=O)OC1CCC2(/C=N/O)C(=CCC3C4CCC(=O)C4(C)CCC32)C1 (stereo not given)	3.0	801	i

cpd	Myeloid diff 2 GFP+ MAC1+ %	T cell modulator	T cell modulator vesicle-bound %
25	0.2	i	30.0
26	0.8	i	52.2
27	0.6	i	32.4
28	0.2	i	45.8
29	0.8	i	44.1
30	0.2	i	70.7
31	/	i	30.2
32	0.3	i	10.2

More structures follow:
cpd	mol	Hep lipid drop	Hep lipid drop cells 6.5 µM	Myeloid diff 2
33	CN(C)C1C(=O)C(C(N)=O)=C(O)C2(O)C(=O)C3=C(O)c4c(O)cccc4C(C)(O)C3C(O)C12 (stereo not given)	-11.6	763	i
34	CCOc1ccc(N2C(=O)CC(=O)NC2=O)cc1	-2.2	794	i
35	COc1ccc2c(c1OC)C(=O)OC2C1c2cc3c(cc2CCN1C)OCO3 (stereo not given)	1.1	820	i
36	COc1ccccc1CCNCc1cccc(C(F)(F)F)c1	11.7	824	i
37	Cc1cc(/C=C2\C(=O)NC(=O)N(c3ccc(Br)cc3)C2=O)c(C)n1-c1cc(C(=O)O)cc(C(=O)O)c1	1.2	835	i
38	CCOc1ccccc1CN1C2CCC1CC(c1ccc(C)cc1)C2 (stereo not given)	-17.3	817	i
39	COc1ccc2[nH]c3c(c2c1)CCNC3C (stereo not given)	-1.0	854	i
40	Cc1cc(OCC(=O)N2CCC(C(=O)O)(c3ccccc3)CC2)c2c(C)cc(=O)oc2c1	-5.2	810	i

cpd	Myeloid diff 2 GFP+ MAC1+ %	T cell modulator	T cell modulator vesicle-bound %
33	3.0	i	21.0
34	0.6	i	51.0
35	0.2	i	33.0
36	0.6	i	56.6
37	0.6	i	63.5
38	0.6	i	12.1
39	0.4	i	59.2
40	1.6	i	7.3

New compounds follow.
cpd	mol	Hep lipid drop	Hep lipid drop cells 6.5 µM	Myeloid diff 2
41	COc1cc(OC)c(OC)cc1CNCCc1ccc(F)cc1	2.3	812	i
42	CCN1C(=O)NC(=O)/C(=C\c2cn(CC(=O)N3CCCCC3C)c3ccccc23)C1=O (stereo not given)	4.0	835	i
43	CCCCn1c(=O)c(C(=O)Nc2cccc(C)c2)c(O)c2ccccc21	-1.4	780	i
44	Cc1c(C(=O)O)cc(-c2ccccc2)n1Cc1ccccc1	3.0	832	i
45	CC(=O)c1ccc(OCC(=O)N2CCCC(N(C)Cc3ccccc3)C2)cc1 (stereo not given)	-7.0	779	i
46	Fc1ccc(CNCCc2c[nH]c3ccccc23)cc1	6.0	759	i
47	CCOc1ccc(CNCCc2ccc3c(c2)OCO3)cc1	-4.2	846	i
48	Cc1ccc(OCCOc2cccc(C=C3C(=O)NC(=O)NC3=O)c2)cc1	-3.9	687	i

cpd	Myeloid diff 2 GFP+ MAC1+ %	T cell modulator	T cell modulator vesicle-bound %
41	0.3	i	53.1
42	0.5	i	13.5
43	0.5	i	2.6
44	0.4	i	49.5
45	0.4	i	67.2
46	1.0	i	61.9
47	0.3	i	/
48	0.5	i	20.2

New compounds follow
cpd	mol	Hep lipid drop	Hep lipid drop cells 6.5 µM	Myeloid diff 2
49	O=C(Cn1ncn2c(cc3cc(F)ccc32)c1=O)N1CCC2(CC1)OCCO2	-0.3	694	i
50	O=P(C(Cl)Cl)(N1CCOCC1)N1CCOCC1	-5.7	756	i
51	CCOc1cc(C2NCc3ccccc3-n3cccc32)ccc1OC (stereo not given)	3.9	710	i
52	CN1CCCN(C(=O)COc2ccccc2)CC1	11.0	691	i
53	c1ccc(CCNC2CCCCCC2)cc1	-3.3	816	i
54	Cc1cnc(NC(=O)CN2CCCCC2)s1	3.5	845	i
55	Cc1cc(C(=O)N2CCC3(CC2)OCCO3)no1	8.7	843	i
56	O=c1c2ccccc2nc(/C=C/c2ccc(O)cc2)n1-c1ccc(O)cc1	-0.9	862	i

cpd	Myeloid diff 2 GFP+ MAC1+ %	T cell modulator	T cell modulator vesicle-bound %
49	3.7	i	12.0
50	0.3	i	21.0
51	0.5	i	42.8
52	0.4	i	17.6
53	0.5	i	23.4
54	0.6	i	43.0
55	2.2	i	59.3
56	0.8	i	57.9

Later entries.
cpd	mol	Hep lipid drop	Hep lipid drop cells 6.5 µM	Myeloid diff 2
57	COc1ccccc1OCC(=O)N1CCCC(N2CCN(c3ccc(F)cc3)CC2)C1 (stereo not given)	-5.8	626	i
58	Cc1ccccc1-c1nc2ccccc2c(=O)n1C	-0.2	793	i
59	Cc1nc2ccc(Cl)cc2c(=O)n1-c1ccc([N+](=O)[O-])cc1	-1.5	770	i
60	COc1ccc(OC)c(CNCCc2ccc(OC)c(OC)c2)c1	-9.8	789	i
61	CN(C)C(=O)Oc1ccc2c(c1)O/C(=C\c1cccc([N+](=O)[O-])c1)C2=O	-1.8	830	i
62	CCC(=Nc1ccccc1N)c1c(O)[nH]c(=O)[nH]c1=O	0.1	880	i
63	CC(C)COc1ccc(Cc2c(O)[nH]c(=S)[nH]c2=O)cc1	-12.3	791	i
64	Cc1c(C)c2ccc(OCC(=O)N3CCC(C(=O)O)(c4ccccc4)CC3)c(C)c2oc1=O	0.0	793	i

cpd	Myeloid diff 2 GFP+ MAC1+ %	T cell modulator	T cell modulator vesicle-bound %
57	1.1	i	65.9
58	0.4	i	18.2
59	0.5	i	59.9
60	0.8	i	56.7
61	0.2	i	25.5
62	0.5	i	14.3
63	0.8	i	58.4
64	1.4	i	49.8

Later entries:
cpd	mol	Hep lipid drop	Hep lipid drop cells 6.5 µM	Myeloid diff 2
65	O=C(O)C1C2CCC(O2)C1C(=O)Nc1ccc(F)c(F)c1 (stereo not given)	10.7	858	i
66	CCC(C(=O)N1C[C@H]2C[C@@H](C1)c1cccc(=O)n1C2)c1ccccc1 (stereo not given in full)	-10.6	788	i
67	CC1=Nc2ccccc2/C1=C/c1c(O)n(C)c(=O)[nH]c1=O	-10.3	783	i
68	CC1=C2C(=O)C3C(CC=C4CC(O)CCC43C)C2CCC12OC1CC(C)CNC1C2C (stereo not given)	4.2	813	i
69	CC(=O)c1ccc(NC(=O)N2C[C@H]3C[C@@H](C2)c2cccc(=O)n2C3)cc1	0.6	761	i
70	COc1ccccc1CNC(=O)CCC(=O)N1C[C@H]2C[C@@H](C1)c1cccc(=O)n1C2	-7.8	793	i
71	Cc1ccc2c(c1)N(C(=O)CCC(=O)N1CCC3(CC1)OCCO3)CCO2	-13.5	682	i
72	COc1ccc(C2=NS(=O)(=O)N(C)C(C(=O)N3CCC4(CC3)OCCO4)=C2)cc1OC	0.2	776	i
73	CCN(CC)C(=O)c1ccc(NC(=S)NC(=O)CCc2ccccc2)cc1	-5.3	820	i
74	Cc1cc(OCC(=O)N2CCC(C(=O)O)CC2)c2c3c(c(=O)oc2c1)CCC3	-3.6	808	i
75	Cc1ccccc1N1CCN(C2CCCN(C(=O)COc3ccccc3)C2)CC1 (stereo not given)	22.0	830	i

cpd	Myeloid diff 2 GFP+ MAC1+ %	T cell modulator	T cell modulator vesicle-bound %
65	0.4	i	60.2
66	2.1	i	45.5
67	0.5	i	22.3
68	0.5	i	50.2
69	2.4	i	42.9
70	2.7	i	22.5
71	0.7	i	34.8
72	4.3	i	23.2
73	0.5	i	23.3
74	3.0	i	45.6
75	0.0	i	32.3

Assay outcomes deposited in PubChem by several laboratories.
